# Source: PubChem (National Center for Advancing Translational Sciences (NCATS))
# CCT chaperon mod – High-Throughput Screening for Modulators of Cytosolic Chaperonin Activity; purified chaperonin ATPase assay, HTRF ADP detection, 30 min; activity change, % (no concentration beside the values), hits read low; hit rate 0.3% among 360,000; AID 651819, 2012; in the data active = activity change below about -30%; also: % is scaled to controls: 0 for no effect and ±100 for the full control effect
#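 We incubate TRiC, 40 or 20 nM final, with library compounds at 76 uM and 10 uM ATP for 30 min at 37 °C. ADP formed is detected with Transcreener HTRF reagents after 30 min at room temperature.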
# PLK1 PBD block – qHTS for Inhibitors of PLK1-PDB (polo-like kinase 1 - polo-box domain): Primary Screen | Serine/threonine-protein kinase PLK1 (Homo sapiens), P53350 | Plk1 PBD binding of FITC phosphopeptide, fluorescence polarization | hit rate 2.8% among 360,000 | Potency, µM, for inactives: max response, negative = inhibition, hits mostly inhibitors; also: potency is read from the fitted curve at half-maximal effect; series mostly up to about 57 µM; % is scaled to controls: 0 for no effect and ±100 for the full control effect; nearly all actives have a fitted effect of over 65% in size
# Target sequence (P53350 whole entry, looked up, the tested form may be a part): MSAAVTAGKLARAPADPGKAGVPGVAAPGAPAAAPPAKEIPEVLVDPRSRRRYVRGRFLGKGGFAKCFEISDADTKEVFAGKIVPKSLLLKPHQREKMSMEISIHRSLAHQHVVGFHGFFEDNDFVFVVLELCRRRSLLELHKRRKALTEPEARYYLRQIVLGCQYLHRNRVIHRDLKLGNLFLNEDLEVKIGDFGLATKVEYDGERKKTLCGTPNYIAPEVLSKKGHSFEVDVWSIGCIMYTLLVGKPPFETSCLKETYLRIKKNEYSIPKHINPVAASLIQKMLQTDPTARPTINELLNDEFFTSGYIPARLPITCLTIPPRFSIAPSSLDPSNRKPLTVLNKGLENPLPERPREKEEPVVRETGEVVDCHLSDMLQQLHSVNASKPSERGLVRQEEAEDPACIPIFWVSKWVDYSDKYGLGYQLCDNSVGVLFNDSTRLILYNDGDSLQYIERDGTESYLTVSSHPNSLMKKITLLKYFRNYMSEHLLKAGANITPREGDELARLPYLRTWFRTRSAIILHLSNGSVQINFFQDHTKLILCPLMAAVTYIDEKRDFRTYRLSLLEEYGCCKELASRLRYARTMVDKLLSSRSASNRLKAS
# WRN inhibitor – qHTS for Inhibitors of WRN Helicase; Bifunctional 3'-5' exonuclease/ATP-dependent helicase WRN (Homo sapiens), Q14191; WRN helicase unwinding, fluorescent forked duplex, kinetic; Potency, µM (titrated, usually from 114 µM), without a hit: at the top dose activity change, negative = inhibition, most hits filed as inhibitors; hit rate 0.46% among 360,000; also: potency is read from the fitted curve at half-maximal effect; % is scaled to controls: 0 for no effect and ±100 for the full control effect; nearly all actives have a fitted effect of over 55% in size
#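 Fluorescence dequenching readout, ex 525 nm/em 598 nm, kinetic mode: forked duplex DNA (100 nM final) with adjacent fluorophore and quencher unwound by WRN (20 nM final) with 2 mM ATP. Compound preincubation 15 min, room temperature.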
# EPAC1 antagonist – qHTS for Antagonist of cAMP-regulated guanine nucleotide exchange factor 3 (EPAC1): primary screen. hit rate 0.14% among 360,000. EPAC1 GEF assay, Rap1b-BODIPY-GDP exchange fluorescence. Rap guanine nucleotide exchange factor 3 (Homo sapiens), O95398. Potency, µM (titrated, usually from 115 µM), for inactives: top-dose activity change, negative = inhibition, usual class: inhibitors. AID 720709, 2013;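 also: potency is read from the fitted curve at half-maximal effect; plate controls were vehicle for no effect and positive control for full effect; nearly all actives have a fitted effect of over 50% in size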
# EPAC2 antag – qHTS for Antagonist of cAMP-regulated guanine nucleotide exchange factor 2 (EPAC2): primary screen | Rap guanine nucleotide exchange factor 4 (Homo sapiens), Q8WZA2 | Potency, µM (top dose mostly 114 µM), without a hit: at the highest dose activity, negative = inhibition, usual class: inhibitors | EPAC2 GEF exchange of Rap1B-BODIPY-GDP, fluorescence | AID 720708, 2013 | hit rate 0.18% among 360,000; also: potency is read from the fitted curve at half-maximal effect; % is scaled to controls: 0 for no effect and ±100 for the full control effect; nearly all actives have a fitted effect of over 45% in size; many of its hits are not listed in these tables
# EPAC1 agonist – qHTS for Agonist of cAMP-regulated guanine nucleotide exchange factor 3 (EPAC1): primary screen | Rap guanine nucleotide exchange factor 3 (Homo sapiens), O95398 | EPAC1 agonist qHTS, biochemical assay; response scale: 100% = response to 6.5 mM cAMP | Potency, µM (highest dose often 154 µM), for inactives: at the highest dose activation, usual class: activators | hit rate 0.073% among 360,000 | AID 720707, 2013; also: potency is read from the fitted curve at half-maximal effect; nearly all actives have a fitted effect of over 60% in size
#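 Fluorescent GDP-exchange assay: 100 nM EPAC1 with 250 nM Rap1B preloaded with BODIPY-GDP and 50 uM GDP; compounds tested as concentration series, 5 min at room temperature, then read every 5 min for 30 min (ex 480/em 540 nm); normalized to 6.5 mM cAMP.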
# PI5P4Ka inh – qHTS for Inhibitors of phosphatidylinositol 5-phosphate 4-kinase (PI5P4K); PI5P4Kalpha enzyme, ADP-Glo luminescence, 60 min; active compounds read low; Phosphatidylinositol 5-phosphate 4-kinase type-2 alpha (Homo sapiens), P48426; max response, %; hit rate 1.2% among 330,000; active = max response of -50% or lower; inconclusive = between -30% and -50%; inactive = -30% or higher; also: value at the top dose of about 77 µM; % is scaled to controls: 0 for no effect and ±100 for the full control effect
# Target sequence (P48426 whole entry, looked up): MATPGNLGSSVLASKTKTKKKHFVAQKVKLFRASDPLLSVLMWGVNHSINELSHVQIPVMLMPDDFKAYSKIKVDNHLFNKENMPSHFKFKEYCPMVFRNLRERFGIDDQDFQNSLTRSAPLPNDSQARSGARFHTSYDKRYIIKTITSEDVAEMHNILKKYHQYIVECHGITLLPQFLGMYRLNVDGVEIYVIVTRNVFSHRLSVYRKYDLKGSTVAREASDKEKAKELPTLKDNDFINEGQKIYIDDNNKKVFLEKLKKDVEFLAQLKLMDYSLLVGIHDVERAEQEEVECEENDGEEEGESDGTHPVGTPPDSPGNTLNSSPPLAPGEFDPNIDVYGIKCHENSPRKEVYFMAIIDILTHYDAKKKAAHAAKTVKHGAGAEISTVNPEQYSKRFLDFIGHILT
#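 qHTS, 1536-well: enzyme/substrate mix, compound by pin tool, 5 microM ATP final; RT 60 min; ADP-Glo reagents 1 (45 min) then 2 (30 min); luminescence.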
# Mm-Cpn inhibitor – Inhibitors of TCP-1 ring complex (TRiC) of Methanococcus maripaludis (MmCpn): qHTS | Chaperonin Mm-Cpn (Methanococcus maripaludis) | hit rate 0.031% among 330,000 | Potency, µM (doses to about 76.9 µM), without a hit: at the highest dose activity, negative = inhibition, hits mostly inhibitors | AID 504842, 2011 | purified Mm-Cpn ATPase, ADP Transcreener TR-FRET; also: potency is read from the fitted curve at half-maximal effect; % is scaled to controls: 0 for no effect and ±100 for the full control effect; nearly all actives have a fitted effect of over 80% in size
#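 Purified archaeal Mm-CPN (25nM final) preincubated 10 min at 37degC with compound, then 10uM ATP for 30 min at 37degC; ADP measured by HTRF Transcreener TR-FRET; buffer 30 mM TRIS pH 7.4, 100mM KCl, 5mM MgCl2, 1mM DTT.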
# * hit, by the source's call; ? = inconclusive; . = not tested or not shown; & = joins results of further samples; [ ] = dose if it differs, or a comment. Unless noted, calls follow the shape of the dose curve; as a rule, active = well fitted curve in the direction sought with a large enough effect; inconclusive = small, poorly fitted or top-dose-only effect, or another doubt; inactive = no such curve, though single readings can be large; an effect the other way counts as inactive or inconclusive. A portion of the library, so the mix of outcomes need not match the whole.
SMILES,CCT chaperon mod,PLK1 PBD block,WRN inhibitor,EPAC1 antagonist,EPAC2 antag,EPAC1 agonist,PI5P4Ka inh,Mm-Cpn inhibitor
CCSc1nsc(SCC)c1C(N)=O,-1.8,-8.8%,6.7%,7.5%,3.1%,-4.8%,.,-3.3%
CCCNC(=O)c1ccc(CN2CCOCC2)cc1,-1.0,?,1.4%,-1.9%,2.9%,-7.5%,-1.4,2.4%
COc1ccc(-c2cc3cc(C(=O)O)ccn3c2C(=O)c2ccccc2)cc1,-4.0,-19.8%,-2.8%,-22.1%,-18.1%,-8.4%,-1.3,-3.0%
Cc1c(-c2ccccn2)c(=O)[nH]n1-c1ccc(F)cc1,2.2,2.3%,3.7%,12.0%,7.7%,-8.9%,-0.2,0.2%
Cc1cccn2c(=O)c3cc(C(=O)NC4CCCC4)c(=N)n(CCCN4CCOCC4)c3nc12,1.3,-12.0%,1.0%,7.2%,-1.8%,3.1%,3.7,-4.8%
CC1CC(C)CN(C(=O)CCC(=O)Nc2nnc(C3CCCCC3)s2)C1 (stereo not given),2.0,2.2%,-1.3%,-9.6%,-2.3%,-0.7%,11.4,0.9%
Cc1ccccc1C(=O)NC1CC(C)(C)NC(C)(C)C1,-7.3,-8.5%,-31.4%,?,-0.3%,4.7%,-5.0,0.0%
O=C1CCCN1CCCNS(=O)(=O)c1ccc(Cl)c(C(=O)N2CCOCC2)c1,1.4,-0.8%,-14.3%,12.8%,12.0%,2.3%,.,-1.2%
O=C(CSc1nnc2scc(-c3ccc(Cl)cc3)n12)NCc1ccc2c(c1)OCO2,-0.3,2.4%&1.1%,-2.1%,-5.4%,13.4%,-10.6%,.,-2.9%
O=C(CNC(=O)c1ccc(Br)o1)NNC(=O)c1ccccc1,-1.6,-0.7%,8.9%,13.1%,3.1%,7.0%,-0.8,0.4%
Cc1c(C(=O)NCc2cccc(Cl)c2)sc(=O)n1Cc1ccc(C(=O)N(C)C)cc1,0.7,3.1%,4.2%[57.1 µM],11.3%,7.1%,-13.1%,-2.6,.
Cc1ccc(N=Cc2nc(-c3ccc(C)cc3)oc2O)cc1,-0.8,3.4%,-3.4%,-9.2%,-6.4%,-4.2%,5.0,3.1%
COc1cc(NCCC(=O)c2cccs2)c(OC)cc1Cl,1.4,-12.8%,-7.8%,-13.4%,?,11.1%,2.6,0.1%
COc1cccc(NC(=O)CSc2nnc(NC(=O)C3CC3)s2)c1,0.2,-5.8%,8.7%,-7.0%,1.6%,2.7%,-6.0,0.6%
CCOc1ccc(C(N)=O)cc1OC,1.6,-3.0%,-20.6%,17.3%,6.8%,2.3%,4.5,-0.4%
COc1cccc(-c2nc(CS(=O)CC(=O)NC3CC3)c(C)o2)c1 (stereo not given),1.1,-14.8%,-1.9%,-9.7%,3.1%,4.4%,8.5,-2.8%
CCCCN(C)CCNC(=O)CN1C(=O)CSc2ccc(S(=O)(=O)N3CCCC3)cc21,-1.8,-4.5%,-3.7%,6.3%,4.9%,11.6%,1.0,-13.3%
O=C(NC(=S)Nc1cc(C(F)(F)F)ccc1N1CCOCC1)c1sc2ccccc2c1Cl,1.1,-7.8%,-5.3%,-6.0%,3.0%,-11.0%,-4.6,-5.7%
Cc1onc(C(=O)Nc2ccccc2C(F)(F)F)c1[N+](=O)[O-],-2.1,-10.5%,-0.6%,0.7%,1.6%,6.0%,1.0,-1.1%
COC(=O)C(=O)C1CCc2c(Cl)cc(OC)c(OC)c2C1=O (stereo not given),-0.9,-11.0%,-9.7%,-1.7%,2.2%,5.0%,6.4,.
CCO[C@@H]1OC(C(=O)N2CCCCCCC2)=C[C@H](c2ccc3c(c2)OCO3)[C@H]1CCCO,-4.9,-2.0%,-2.0%,17.3%,22.7%,-16.3%,-8.2,.
COc1cccc(NC(=O)CN(C)C(=O)c2cccc(S(=O)(=O)N3CCN(c4ccccc4)CC3)c2)c1,-1.2,-19.4%,-7.2%,-16.9%,-17.5%,0.2%,3.4,1.1%
N#Cc1ccc2ccn(CC(=O)NC3CCCCCC3)c2c1,-0.6,-1.3%,-2.0%,-17.2%,2.8%,-7.7%,.,-0.7%
Cc1nn(Cc2c(F)c(F)c(F)c(F)c2F)c(C)c1NC(=O)c1nn(C)cc1[N+](=O)[O-],0.1,-8.0%,-2.4%,9.5%,15.4%,5.1%,.,-3.1%
CC(=O)Nc1c(Cl)n(C(C)=O)c2ccccc12,-0.8,-11.7%,-10.0%,0.2%,8.7%,-1.7%,-1.3,-6.7%

# As a working copy, four of the compounds above.
SMILES,CCT chaperon mod,PLK1 PBD block,WRN inhibitor,EPAC1 antagonist,EPAC2 antag,EPAC1 agonist,PI5P4Ka inh,Mm-Cpn inhibitor
CCSc1nsc(SCC)c1C(N)=O,-1.8,-8.8%,6.7%,7.5%,3.1%,-4.8%,.,-3.3%
CCCNC(=O)c1ccc(CN2CCOCC2)cc1,-1.0,?,1.4%,-1.9%,2.9%,-7.5%,-1.4,2.4%
COc1ccc(-c2cc3cc(C(=O)O)ccn3c2C(=O)c2ccccc2)cc1,-4.0,-19.8%,-2.8%,-22.1%,-18.1%,-8.4%,-1.3,-3.0%
Cc1c(-c2ccccn2)c(=O)[nH]n1-c1ccc(F)cc1,2.2,2.3%,3.7%,12.0%,7.7%,-8.9%,-0.2,0.2%

# Going on with the list:
SMILES,CCT chaperon mod,PLK1 PBD block,WRN inhibitor,EPAC1 antagonist,EPAC2 antag,EPAC1 agonist,PI5P4Ka inh,Mm-Cpn inhibitor
COc1ccc(C(=O)NC2CCN(C(=S)Nc3cc(C)cc(C)c3)CC2)cc1,0.3,-13.1%,5.2%,7.5%,0.6%,2.9%,-3.9,0.9%
COc1ccccc1N(CC(O)Cn1ccnc1C)S(=O)(=O)c1ccccc1 (stereo not given),-5.3,-10.7%,2.0%,-25.0%,-1.0%,11.0%,-1.3,1.4%
COc1ccc(-c2csc(-c3ccc(C(=O)O)cc3)n2)cc1,-1.6,-12.5%,-3.6%,-10.5%,-20.0%,-2.1%,-27.0,-9.5%
O=C(Nc1ccncc1)OCc1ccccc1,-3.0,3.3%,2.2%,1.3%,9.8%,-4.3%,27.5,0.5%
CCOc1cccc(NCc2cc3c(C(C)(C)C)nn(-c4ccccc4)c3[nH]c2=O)c1,-0.8,-7.9%,-19.8%[57.1 µM],?,?,13.3%,.,-0.8%
CCC1(C)Cc2ccccc2-c2nc(NCCO)[nH]c(=O)c21 (stereo not given),0.7,-0.7%,-9.2%,-2.6%,-17.3%,0.6%,17.6,-1.9%
CN(C)Cc1ccccc1Sc1ccc(O)cc1O,1.7,2.9%,-4.0%,-26.0%,-0.4%,3.1%,12.2,-1.8%
COc1ccc(CCN(CC(=O)NC2CCCC2)C(=O)Cn2nnc(-c3ccc(C)o3)n2)cc1OC,1.6,-3.4%,-2.6%,2.4%,-1.4%,0.9%,8.1,-5.0%
COC(=O)c1cc(NC(=O)CC2NCCNC2=O)cc(C(=O)OC)c1 (stereo not given),-2.9,-5.2%,9.5%,5.2%,1.3%,3.6%,.,0.4%
COc1ccc(-n2nc3ccccc3n2)cc1,-3.0,-0.7%,-1.8%,-0.6%,-4.1%,9.4%,.,1.1%
O=C(Nc1ccc(C(=O)N2CCCC2)cc1)C1CCCCC1,0.1,-12.0%,-5.0%,-13.9%,16.9%,-15.0%,1.3,.
CC(C)NC(=O)N(C)C[C@H]1OCc2cnnn2CCCC(=O)N([C@H](C)CO)C[C@H]1C,0.5,57.2%[activator],-2.2%,18.5%,-11.3%,-6.4%,-5.3,.
Oc1ccc(Br)cc1-c1ccnn1-c1ccccc1,-1.8,-12.8%,-14.8%,-9.3%,-13.8%,5.8%,2.9,0.2%
O=C(Nc1ccc(C(=O)N2CCCCC2)cc1)c1ccccc1Cl,-1.1,0.1%,-18.9%,-2.5%,-3.1%,7.2%,2.0,1.3%
COCCCNC(=O)CCCN1C(=O)c2cccnc2Sc2ccccc21,-1.2,-10.4%,1.5%,17.4%,9.6%,6.6%,1.0,-1.7%
Cc1ccc(-c2nnc(SCC(=O)NC3CCS(=O)(=O)C3)nc2-c2ccc(C)cc2)cc1 (stereo not given),-5.5,-13.4%,-4.2%,-9.4%,-3.3%,-2.1%,-2.3,-1.9%
COc1cc2c(cc1NC(=O)CSc1nc3ccccc3[nH]1)oc1ccccc12,-0.5,-3.3%,?,9.7%,-0.6%,9.5%,.,0.6%
Cc1cc(C)n(-c2ccc(C(=O)OCC(=O)Nc3ccccc3[N+](=O)[O-])cc2)n1,-2.3,-6.2%,8.4%,-12.1%,2.5%,-3.5%,-0.2,-1.8%
CCc1ccc(NC(=O)c2cc(-c3ccc(F)cc3)on2)cc1,0.2,-18.3%,0.1%,-0.4%,33.9%[activator],-8.2%,0.1,-5.8%
Cn1c(=O)[nH]c(=O)c2c1nc(SCC(=O)O)n2CCCc1ccccc1,1.6,-28.5%,9.8%,0.3%,5.5%,-10.8%,-6.1,1.7%
CC(C)C[C@H]1CNC(=S)N1C[C@H]1CCCN1C[C@H](Cc1ccccc1)N1C[C@H](CC(C)C)N(CCc2ccccc2)C1=S,0.8,9.0%,-6.8%,-6.3%,-16.9%,-2.5%,0.3,.
CC(C)(C)c1cc(NC(=O)C2(C)CCN2C(=O)c2ccccc2CCc2ccccc2)no1 (stereo not given),-1.4,-2.1%,-8.1%,-8.5%,-11.8%,5.4%,11.4,.
C=CCC(NCc1ccccc1)c1ccc(OC)cc1 (stereo not given),-2.8,-10.9%,-1.7%,-1.9%,-1.5%,5.1%,-1.4,0.9%
CCC(NC(=O)c1cc(COc2cncc(Cl)c2)on1)c1ccc(C)cc1 (stereo not given),2.0,?,-10.4%,-14.4%,-23.4%,-3.8%,19.9,-12.9%
